Myeloid diff MLP: myeloid differentiation induction. ER-HoxA9 myeloid progenitors, lysozyme-GFP differentiation, flow cytometry. calls only at 10 µM. 360,000 compounds, 1% hits. AID 624256;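 active means normalized GFP-positive differentiation at or above the plate's own cutoff, the solvent-only control mean plus 3 SD; inconclusive means no clear call, values can overlap the other calls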;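 further: cells exposed to compound for four days before flow analysis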
Hep lipid drop: modulators of hepatic lipid droplet formation | AML12 mouse hepatocytes, oleate lipid droplets, BODIPY imaging | inhibition, % at 6.5 µM | 240,000 compounds, 0.4% hits | AID 1656;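 active means lipid droplet intensity inhibited by at least 50%, with more than 500 cells counted; inconclusive means wells with under 300 cells, treated as cytotoxic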
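Assay system: AML12 hepatocytes (mouse) / Also added: 100 µM oleic acid challenge / Times: overnight treatment with compound plus oleate / Detection: high-content imaging of BODIPY-stained droplets and DAPI nuclei / Evaluation: % inhibition of lipid droplet signal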
bCat nuc transl: alters nuclear translocation of beta-catenin in HeLa cells. immunofluorescence imaging. nuclear translocation activity, % at 5 µM. 190,000 compounds, 0.3% hits;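 active means nuclear translocation activity above 50% at 5 µM, with a well cell count of 50 or more; inconclusive means wells under 50 cells across six images, flagged as toxic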;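 further: per-cell ratio of nuclear to cytoplasmic median beta-catenin stain intensity; plate controls were DMSO negative control for no effect and GSK-3 inhibitor IX positive control for full effect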
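System: Human HeLa cells, endogenous beta-catenin | Compound dosing: 5 µM primary, 0.02–20 µM confirmation | Timing: 24 h compound exposure at 37°C, 5% CO2 | Measured by: Fluorescence imaging of beta-catenin antibody stain plus DAPI | Read-out basis: % activation of per-cell nuclear versus cytoplasmic median beta-catenin signal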
Ins promoter up: MIN6 insulin promoter up-regulation; MIN6 insulin promoter-GFP reporter, high-content imaging; stronger effect = higher value; z-score at 5 µM; 190,000 compounds, 0.3% hits;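 active means z-score above 3 at 5 µM with at least 500 cells counted in the well; inconclusive means wells under 500 cells, flagged as cytotoxic or low count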
West Nile antiviral: West Nile virus antiviral activity, cell-based, CPE readout (AID 1621). 290,000 compounds, 0.02% hits. West Nile virus-infected cells, CPE inhibition; higher % means a stronger effect. CPE inhibition, % at 10 µM, or IC50 in µM where a hit was titrated; in the data active means a potency from the dose series; inconclusive means CPE inhibition mostly from about 3.7% at the one dose, without a potency; inactive means the rest, 99 in 100 with CPE inhibition below about 2.2%; further: strong numbers were not always called active
T cell modulator: T cell immune modulators affecting CD8 T cell-vesicle binding | 2C CD8+ T cell-vesicle binding, flow cytometry; stronger effect = lower value | 330,000 compounds, 0.068% hits | calls only at 7 µM | AID 2052;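 active means response, share of CD8 T cells binding vesicles, and their 90th percentile fluorescence all below set limits, cut at about 80% in these data, passing the limit was not always enough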
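Material: 2C TCR transgenic mouse naive CD8+ T cells, MACS-purified. Also added: QL9-charged Drosophila Ld/ICAM-1/B7-1 vesicles. Timing: binding 1.5 h at 37 °C. Measured by: high-throughput flow cytometry with anti-B7-1 and anti-CD8 staining. Read-out: percent CD8+ FL2 mean versus row control. Controls: Unloaded micro-vesicles (low), QL9 vesicles with 0.7% DMSO (high).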
MT stabilize HCS: microtubule stabilizers in HeLa cells | HeLa tubulin immunostaining HCS, 24 h; share of cells brighter than vehicle mean+2SD | 200,000 compounds, 0.83% hits | % tubulin-high responders, % at 10 µM;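 active means plate Z-score above 3 for both tubulin-high and condensed-nucleus cell shares, with cell loss under 80%, at 10 µM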;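 further: anti alpha tubulin signal scored within the nucleus-defined area of each cell; some results filed as inactive read as strong as hits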
Autophagy HCS: autophagy modulation, high-content screen. AID 463193. calls only at 10 µM (by protocol). MEF GFP-LC3 puncta imaging; test concentration mostly 10 µM. 190,000 compounds, 0.98% hits;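 active means percentage of spot-positive cells more than 3 SD above its plate mean, without a fluorescence outlier flag or 80% toxicity; inconclusive means no clear call, values can overlap the other calls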;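 further: spot-positive cell cutoff set from DMSO-treated cells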
WT yeast gro inh: growth inhibition of WT yeast, mitochondrial fusion screen. 190,000 compounds, 2.1% hits. mitochondrial fusion phenotypic screen, WT strain. inhibition, % at 10 µM; in the data active means inhibition above about 58%; tested in S. cerevisiae
WT yeast gro inh mutant strain: recorded beside WT yeast gro inh, whose call it bears; inhibition, %; mitochondrial fusion phenotypic screen, mutant strain inhibition
Ins promoter up cell count: also measured in Ins promoter up; calls as there; cell count; measured here: cytotoxicity, nuclei count;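 total cells summed across four imaged fields per well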
Hep lipid drop cells 6.5 µM: recorded beside Hep lipid drop, whose call it bears; cell count; measured here: cell count, cytotoxicity flag;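 cells counted across two imaged fields per well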
bCat nuc transl cell count 5 µM: further read-out of bCat nuc transl, marked with its call; cell count; measured here: cell count, cytotoxicity flag
T cell modulator vesicle-bound %: further read-out of T cell modulator, marked with its call; double positive events, %; measured here: CD8+ vesicle-bound cell fraction;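 binding gate set so that unloaded-vesicle control wells show 10% double positive cells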
MT stabilize HCS Hoechst-high %: recorded beside MT stabilize HCS, whose call it bears; % Hoechst-high responders; measured here: nuclear condensation Hoechst responders;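 share of cells brighter than vehicle mean plus two SD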
MT stabilize HCS cytotoxicity %: second read-out of MT stabilize HCS, no call of its own (marks repeat the call); toxicity, %; measured here: cytotoxicity by cell density;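 0% = mean cell density of plate MIN control wells and 100% = no cells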
Autophagy HCS cell loss 18 h: second read-out of Autophagy HCS, no call of its own (marks repeat the call); toxicity, %; measured here: cell loss, nuclei count;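 cell loss after 18 h compound exposure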
Myeloid diff MLP GFP+ MAC1+ %: recorded beside Myeloid diff MLP, whose call it bears; GFP+ MAC1+ double positive, %; measured here: differentiation confirmed by MAC1 staining
An asterisk follows results filed as active; i = inactive; ? = inconclusive; · = no result given.

smiles,Myeloid diff MLP,Myeloid diff MLP GFP+ MAC1+ %,Hep lipid drop,Hep lipid drop cells 6.5 µM,bCat nuc transl,bCat nuc transl cell count 5 µM,Ins promoter up,Ins promoter up cell count,West Nile antiviral,T cell modulator,T cell modulator vesicle-bound %,MT stabilize HCS,MT stabilize HCS Hoechst-high %,MT stabilize HCS cytotoxicity %,Autophagy HCS,Autophagy HCS cell loss 18 h,WT yeast gro inh,WT yeast gro inh mutant strain
COc1ccc(N(CC(=O)NC2CC3CCC2C3)S(=O)(=O)c2ccc(C)cc2)cc1OC (stereo unspecified),i,1.1,24,802,·,·,·,·,-1.3%,i,26,·,·,·,·,·,·,·
CCCCOc1ccc(/C=C/C2=CC(C)(C)NC(=S)N2)cc1OCC,?,·,-15,694,0.9,1148,-0.16,1129,-1.3%,i,56,7.5,1.6,2.2,i,1,28,22
O=C(Cn1ncc2c(=O)oc3ccccc3c21)NCCCN1CCCC1=O,i,3.9,4,683,-0.8,1099,·,·,0.6%,i,47,2.2,2.5,9.7,·,·,11,-2
Cc1ccc(N2C(=O)C(Cl)=C(NCc3ccccc3)C2=O)c(C)c1,i,1.0,·,·,-4.4,1389,0.36,1084,0.2%,i,36,2.9,1.8,7.7,i,0,22,27
O=C(NCC1COc2ccccc2O1)C1CCCN(S(=O)(=O)c2cnc[nH]2)C1 (stereo unspecified),i,4.1,19,591,-1.0,1082,-0.38,1714,0.5%,i,34,1.6,1.4,1.0,i,24,·,·
CC(C)CN1CCC(=O)N(CCSc2ccccc2)CC1,i,1.6,10,847,·,·,·,·,-0.9%,i,7,·,·,·,·,·,·,·
CC(=O)C1=C(O)C(=O)N(c2ccc(Br)cn2)C1c1ccc(F)cc1 (stereo unspecified),i,0.7,-8,589,-0.8,1417,0.01,1422,0.0%,i,61,3.0,2.6,8.4,i,-8,-9,7
CCOc1ccc(N(C)S(=O)(=O)c2c[nH]c(C(=O)OC)c2)cc1,i,0.5,5,753,·,·,·,·,0.0%,i,25,·,·,·,·,·,·,·
Cc1cc(N2CCN(C)CC2)nc2ccc(NC(=O)c3cccnc3Cl)cc12,i,0.7,-10,807,·,·,-0.36,926,0.4%,i,13,1.3,1.7,4.5,i,-1,-1,-6
COc1ccc(CNC(=O)CN(C(=O)CCC(=O)Nc2ccccn2)c2ccccc2OC)cc1,i,1.6,·,·,-0.7,1462,-0.96,1397,-0.1%,i,27,6.6,2.4,6.2,i,4,-16,-7
CC1CCC(N2CCN(c3ccc([N+](=O)[O-])cc3)CC2)CC1 (stereo unspecified),i,0.6,2,816,·,·,·,·,-0.2%,i,47,·,·,·,·,·,·,·
COc1ccccc1NC(=O)COC(=O)c1c[nH]c(=O)[nH]c1=O,i,0.8,1,661,-0.3,1383,-0.07,839,0.3%,i,27,·,·,·,·,·,·,·
CCOC(=O)c1c(CN(C)C)n(-c2ccccc2)c2cc(Br)c(OC)cc12,i,0.5,8,660,-0.7,982,-1.2,1194,0.5%,i,26,3.7,2.5,1.8,i,7,-5,17
c1ccc(-c2nnc(SCc3cn4ccsc4n3)o2)cc1,i,0.4,·,·,-2.3,895,-0.5,1336,0.0%,i,25,1.7,3.3,8.5,i,0,-2,3
COc1ccc(CC(=O)NCc2nnc(SCC(=O)Nc3ccccc3)n2C)cc1,i,0.0,3,673,-6.6,1082,-0.74,1619,-0.1%,i,51,3.6,2.4,9.1,i,-41,3,8
COc1ccc(S(=O)(=O)N2CCC(Nc3ccccc3Cl)CC2)cc1,i,0.7,-24,647,·,·,·,·,-0.7%,i,64,·,·,·,·,·,·,·

Looked up above:
Entry of CC1CCC(N2CCN(c3ccc([N+](=O)[O-])cc3)CC2)CC1 (stereo unspecified) under Hep lipid drop: 2
Entry of CCOC(=O)c1c(CN(C)C)n(-c2ccccc2)c2cc(Br)c(OC)cc12 under WT yeast gro inh: -5

(list continues)
smiles,Myeloid diff MLP,Myeloid diff MLP GFP+ MAC1+ %,Hep lipid drop,Hep lipid drop cells 6.5 µM,bCat nuc transl,bCat nuc transl cell count 5 µM,Ins promoter up,Ins promoter up cell count,West Nile antiviral,T cell modulator,T cell modulator vesicle-bound %,MT stabilize HCS,MT stabilize HCS Hoechst-high %,MT stabilize HCS cytotoxicity %,Autophagy HCS,Autophagy HCS cell loss 18 h,WT yeast gro inh,WT yeast gro inh mutant strain
CCCCNC(=S)NNC(=O)c1ccc2c(c1)OCO2,i,0.3,12,629,-2.3,1128,-0.22,1504,0.0%,i,26,2.6,1.9,6.1,i,12,-3,-5
CC(=O)Nc1ccc(-c2csc(NCc3ccco3)n2)cc1,i,0.6,-5,726,-2.5,1187,·,·,0.8%,i,46,3.5,2.3,7.2,i,-5,-1,-4
CC/C(=N\NC(C)=O)c1ccc(OC(F)F)cc1,·,·,5,702,-0.8,1005,0.74,1372,1.1%,i,13,6.3,3.9,4.0,i,-6,9,8
CCSc1nnc(-c2ccccc2N=Cc2c(C)[nH]n(-c3ccccc3)c2=O)c(=O)[nH]1,i,0.2,21,602,1.0,936,·,·,-0.1%,i,50,1.3,2.0,6.7,i,-4,-13,10
CC(C)CC1CC(C)(c2csc(NNC(=O)c3ccccc3)n2)OC1=O (stereo unspecified),i,0.9,-8,717,-1.1,1155,-0.26,1326,-1.5%,i,4,3.0,1.2,2.8,i,-21,0,3
Cc1ccccc1C(=O)N1CCN=C1SCc1ccc([N+](=O)[O-])cc1,i,0.3,0,666,-0.7,1098,-0.13,1249,-1.5%,i,37,3.5,2.2,0.8,i,15,8,16
O=C(NC(=S)Nc1ccc(N2CCOCC2)cc1)c1cccc(Cl)c1Cl,i,2.8,3,804,·,·,·,·,-0.4%,i,62,·,·,·,·,·,·,·
COc1ccc(-c2csc(N3C(=O)C4C5c6ccccc6C(c6ccccc65)[C@@H]4C3=O)n2)cc1 (stereo partly specified),i,0.4,-1,636,-2.7,566,-0.09,1265,-0.1%,i,41,2.1,2.0,8.2,i,10,4,-7
Cc1ccc(SCC(=O)Nc2ccc(F)cc2[N+](=O)[O-])cc1C,i,0.6,-20,689,·,·,0.38,722,-1.4%,i,47,3.6,2.3,6.7,i,3,14,3
O=C(CSc1nc2ccccc2c(=O)n1-c1ccccc1)N1CCCc2ccccc21,i,1.1,22,725,0.9,1119,-1.1,1396,-0.3%,i,34,2.6,3.6,3.4,i,-1,13,-12
CCCN(CCC)C(=O)CCS(=O)(=O)c1cccc2nsnc12,i,0.5,0,753,-2.7,1161,0.39,1294,-0.7%,i,5,1.8,2.4,4.3,i,-3,2,3
Cc1ccc(/C=N/NC(=O)c2csc(C)c2)o1,i,1.3,-4,778,-2.2,1195,·,·,0.0%,i,13,3.5,1.6,8.0,i,7,-2,-8
COCCNC(=O)c1cccc(OC2CCN(C(C)COc3ccccc3)CC2)c1 (stereo unspecified),i,0.3,-1,745,·,·,·,·,-1.2%,i,46,·,·,·,·,·,·,·
CCOC(=O)N1CCN(S(=O)(=O)N2CCCC(C(=O)NCCc3ccc(OCC)c(OCC)c3)C2)CC1 (stereo unspecified),i,6.5,-3,722,·,·,·,·,-0.3%,i,19,·,·,·,·,·,·,·
Nc1nc2ccc(O)cc2s1,i,3.5,14,792,1.6,989,0.34,1106,-0.3%,i,40,3.9,2.9,8.2,i,-11,-3,-12
O=C(CN1CCCCC1)N1CCN(C(=O)CN2CCCCC2)CC1,·,·,·,·,-5.7,1013,0.11,1264,0.2%,·,·,2.6,4.9,7.3,i,0,-1,-10
COc1ccccc1N(C(=O)c1ccco1)C(C(=O)NC1CCCC1)c1cccnc1 (stereo unspecified),i,1.1,-5,726,-0.8,1194,-0.39,966,0.9%,i,28,5.4,2.8,2.0,i,4,0,0
COc1cccc(C(=O)Nc2nnc(-c3ccc(F)cc3)o2)c1,i,2.6,-37,582,5.2,1235,0.41,909,1.2%,i,37,·,·,·,·,·,59,74

Compound activity: PubChem, several laboratories
